High-throughput results (PubChem BioAssay)
tim10-1 inh: tim10-1 yeast growth inhibition; S. cerevisiae tim10-1 ts strain growth, BacTiter-Glo, 24 h; inhibition, % at 20 µM; 330,000 tested, 2.2% active; AID 463190;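 active = inhibition of at least 40%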;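 also: mutant grown at 25 °C; 0% = DMSO wells with yeast and 100% = wells holding no yeast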
NALP3 yeast inh: blocks the NALP3 inflammasome reconstituted in yeast | Yeast reconstituted NLRP3/ASC/caspase-1, beta-gal luminescence, 24 h | inhibition, % at 10 µM | 330,000 tested, 0.39% active | AID 2825;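 active = inhibition of 50% or more; inactive = inhibition below 50%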;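 also: plate controls were induced DMSO wells for no effect and uninduced yeast grown without galactose for full effect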
MPTP block: blocks calcium-induced mitochondrial swelling; isolated mouse mitochondria, Ca2+ swelling absorbance, 30 min; inhibition, % at 10 µM; 360,000 tested, 1.4% active; AID 602449;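 active = inhibition of 50% or more, scaled per plate between neutral and stimulator controls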;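 also: 0% = DMSO wells given calcium and 100% = 1 mM EGTA wells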
GRIN3A LBD mod: NR3A (human) ligand-binding domain modulation. NR3A LBD differential scanning fluorimetry, Tm shift; 0% = protein alone, 100% = glycine-bound protein. Tm shift relative to glycine control, % at 25 µM. 340,000 tested, 2.5% active. AID 1259313;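 active = melting temperature shift of at least 10% of the positive control shift, at one fixed dose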
beta cell repl: MIN6 beta-cell proliferation induction | MIN6 cells proliferation, ATPlite luminescence, 48 h; cells starved in 0.2% serum; 100% = growth in 10% serum | AID 2380 | 330,000 tested, 0.29% active | proliferation, % at 10 µM;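 active = compounds whose signal lies at least 3.5 SD above the mean of all wells on their plate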;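 also: 0% = DMSO-treated cells in low-serum medium and 100% = 10% serum control; some compounds called inactive have numbers as strong as hits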
tim23-1 inh: growth inhibitors of tim23-1 mutant yeast | AID 463212 | S. cerevisiae tim23-1 growth, BacTiter-Glo luminescence, 24 h | 330,000 tested, 1.3% active | inhibition, % at 20 µM;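 active = growth inhibition of the mutant yeast at or above 50%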;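 also: temperature-sensitive mutant grown at 25 °C; plate controls were DMSO-treated mutant yeast for no effect and medium wells lacking yeast for full effect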
APJ antag: antagonists of human APJ apelin receptor; inhibition, % at 20 µM; CHO-K1 APJ beta-arrestin complementation, luminescence; 330,000 tested, 0.32% active;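 active = inhibition above about 40% at 20 µM, limit read from the data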;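 also: cells challenged with 10 nM apelin-13 agonist together with compound; plate controls were apelin-13 plus DMSO wells for no effect and DMSO wells lacking apelin-13 for full effect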
Target sequence (P35414 whole entry, looked up): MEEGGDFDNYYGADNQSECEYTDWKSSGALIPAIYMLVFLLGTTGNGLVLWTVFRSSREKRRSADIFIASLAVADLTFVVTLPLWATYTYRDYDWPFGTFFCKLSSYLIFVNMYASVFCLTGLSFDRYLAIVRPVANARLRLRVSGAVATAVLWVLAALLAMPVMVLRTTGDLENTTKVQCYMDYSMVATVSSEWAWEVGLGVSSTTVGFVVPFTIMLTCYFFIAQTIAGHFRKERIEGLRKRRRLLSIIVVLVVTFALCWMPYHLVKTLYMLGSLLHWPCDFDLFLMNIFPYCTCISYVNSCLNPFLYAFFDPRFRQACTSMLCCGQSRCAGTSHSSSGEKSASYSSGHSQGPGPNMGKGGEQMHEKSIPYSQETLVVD
TIM10 inh: inhibits growth of TIM10 yeast strain; AID 463195; 330,000 tested, 1.4% active; inhibition, % at 10 µM; S. cerevisiae TIM10 strain growth, BacTiter-Glo luminescence, 24 h;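 active = inhibition of 40% or more at the single tested concentration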;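 also: wild-type TIM10 isogenic control strain grown at permissive 25 °C; 0% = DMSO yeast wells and 100% = minimal medium wells without yeast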
APJ agonist: APJ receptor agonism; 330,000 tested, 0.11% active; AID 2520; CHO-K1 APJ PathHunter beta-arrestin, luminescence; 0% DMSO wells, 100% apelin; activation, % at 20 µM;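 active = activation more than six SD over the plate average, tested at 20 µM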;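 also: 0% = DMSO alone and 100% = apelin-13 at 10 nM; some results filed as inactive read as strong as hits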
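Material: CHO-K1 APJ beta-arrestin complementation cell line; Input: cell density 1000 per well; Incubation: compound stimulation 90 min at 25 °C, detection 60 min; Signal: luminescence from split beta-galactosidase complementation, Galacton Star/Emerald II substrate; Controls: DMSO-only wells as negative, 10 nM Apelin-13 as positive control.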
Numbers without * were called inactive.

Start of the data: the first two entries (preview)
CCOc1ccc(C(=O)Nc2nc3ccccc3[nH]2)cc1OCC was read as tim10-1 inh -15.7, NALP3 yeast inh 13.9, MPTP block -0.3, GRIN3A LBD mod -0.5, beta cell repl -5.7, tim23-1 inh 11.7, APJ antag -14.5, TIM10 inh 6.3 and APJ agonist 1.9.
Screening CC(=O)c1ccc(OCC(=O)N(C2CCCCC2)C2CCS(=O)(=O)C2)cc1 (stereo not drawn) returned tim10-1 inh 17.8, NALP3 yeast inh 6.6, MPTP block -0.8, GRIN3A LBD mod 1.9, beta cell repl 4.7, tim23-1 inh 10.3, APJ antag -2.1, TIM10 inh -2.5 and APJ agonist 3.8.

Main list, from the start:
CCOc1ccc(C(=O)Nc2nc3ccccc3[nH]2)cc1OCC was read as tim10-1 inh -15.7, NALP3 yeast inh 13.9, MPTP block -0.3, GRIN3A LBD mod -0.5, beta cell repl -5.7, tim23-1 inh 11.7, APJ antag -14.5, TIM10 inh 6.3 and APJ agonist 1.9.
Screening CC(=O)c1ccc(OCC(=O)N(C2CCCCC2)C2CCS(=O)(=O)C2)cc1 (stereo not drawn) returned tim10-1 inh 17.8, NALP3 yeast inh 6.6, MPTP block -0.8, GRIN3A LBD mod 1.9, beta cell repl 4.7, tim23-1 inh 10.3, APJ antag -2.1, TIM10 inh -2.5 and APJ agonist 3.8.
For CCc1c(C)nc2ncnn2c1NCCc1ccc(OC)cc1 the results were tim10-1 inh 10.7, NALP3 yeast inh 4.7, MPTP block 51.4*, GRIN3A LBD mod -1.6, beta cell repl -5.4, tim23-1 inh -6.2, APJ antag 9.5, TIM10 inh 2.8 and APJ agonist -0.3.
Screening Cc1ccc(/C=N/n2c(-c3ccccn3)n[nH]c2=S)o1 returned tim10-1 inh -7.9, NALP3 yeast inh 18.6, MPTP block -2.0, GRIN3A LBD mod 0.2, beta cell repl -0.5, tim23-1 inh -11.6, APJ antag 5.8, TIM10 inh -6.6 and APJ agonist -1.0.
For COCCNC(=O)CNS(=O)(=O)c1ccc2nc(C)sc2c1 the results were tim10-1 inh 6.3, NALP3 yeast inh 3.7, MPTP block 1.5, GRIN3A LBD mod 0.8, beta cell repl -2.6, tim23-1 inh 2.6, APJ antag 13.6, TIM10 inh 1.4 and APJ agonist -3.2.
For Cc1cc(=O)n2[nH]c(COc3ccccc3)nc2n1 the results were tim10-1 inh 5.2, NALP3 yeast inh -10.1, MPTP block -2.3, GRIN3A LBD mod 0.5, beta cell repl 0.2, tim23-1 inh 7.1, APJ antag 0.5, TIM10 inh 14.0 and APJ agonist -4.6.
`O=C(c1cccs1)N1CCN(CCc2ccccc2)CC1` gave tim10-1 inh 10.9, NALP3 yeast inh -1.4, MPTP block 5.7, GRIN3A LBD mod 5.5, beta cell repl 1.1, tim23-1 inh 15.9, APJ antag 13.6, TIM10 inh -11.1 and APJ agonist 1.4.
For Cc1ccc(C(=O)NCCc2nnc3ccc(SCC(=O)Nc4ccccc4F)nn23)cc1 the results were tim10-1 inh -2.1, NALP3 yeast inh -6.7, MPTP block -0.3, GRIN3A LBD mod -3.3, beta cell repl 0.9, tim23-1 inh -5.0, APJ antag 10.7, TIM10 inh 12.4 and APJ agonist -2.9.
For COc1ccccc1OCCCCn1c(C(C)O)nc2ccccc21 (stereo not drawn) the results were tim10-1 inh 17.2, NALP3 yeast inh 5.7, MPTP block 7.1, GRIN3A LBD mod -0.6, beta cell repl -1.6, tim23-1 inh 20.5, APJ antag 15.6, TIM10 inh -3.7 and APJ agonist -0.7.
For O=C(c1ccccc1)c1ccccn1 the results were tim10-1 inh 1.6, NALP3 yeast inh 5.9, MPTP block 0.1, GRIN3A LBD mod -1.4, beta cell repl 3.1, tim23-1 inh -5.5, APJ antag 14.5, TIM10 inh 9.8 and APJ agonist -1.0.
`O=C(COC(=O)c1ccccc1NC(=O)c1ccco1)NC1CCS(=O)(=O)C1` (stereo not drawn) gave tim10-1 inh 7.5, NALP3 yeast inh 1.7, MPTP block -1.0, GRIN3A LBD mod -1.7, beta cell repl 2.9, tim23-1 inh 7.6, APJ antag 3.3, TIM10 inh -12.3 and APJ agonist -3.0.
`O=C(CCCCCn1c(SCC(=O)c2ccccc2)nc2ccccc2c1=O)NCc1ccco1` gave tim10-1 inh 32.0, NALP3 yeast inh 18.7, MPTP block 5.0, GRIN3A LBD mod 4.2, beta cell repl -2.6, tim23-1 inh -25.9, APJ antag 0.6, TIM10 inh -6.5 and APJ agonist -2.0.
Screening Cc1noc(NS(=O)(=O)c2ccc(NC(=O)c3ccc(OC(C)C)cc3)cc2)c1C returned tim10-1 inh 1.5, NALP3 yeast inh 15.9, MPTP block -0.8, GRIN3A LBD mod -21.1, beta cell repl -3.3, tim23-1 inh 2.1, APJ antag -15.5, TIM10 inh 18.4 and APJ agonist -1.0.
Screening COc1ccc(-n2c(=O)c3c4c(sc3n3c(=S)[nH]nc23)COC(C(C)C)C4)cc1 (stereo not drawn) returned tim10-1 inh 2.5, NALP3 yeast inh 28.4, MPTP block 1.2, GRIN3A LBD mod -2.5, beta cell repl -2.3, tim23-1 inh 5.8, APJ antag 23.2, TIM10 inh 19.2 and APJ agonist -1.4.
O=C1CCc2cc(NS(=O)(=O)c3ccccc3)cc3c2N1CCC3 was read as tim10-1 inh 3.9, NALP3 yeast inh -0.1, MPTP block -1.0, GRIN3A LBD mod 0.3, beta cell repl -2.2, tim23-1 inh -15.1, APJ antag 11.8, TIM10 inh 9.6 and APJ agonist -5.2.
Screening COc1nn(-c2ccccc2)c(=O)c(Cl)c1Cl returned tim10-1 inh 21.1, NALP3 yeast inh 11.9, MPTP block -0.9, GRIN3A LBD mod -0.2, beta cell repl -4.9, tim23-1 inh 50.7*, APJ antag -3.1, TIM10 inh 17.8 and APJ agonist -1.3.
Screening O=C(CCc1nnc(-c2ccc3c(c2)OCO3)o1)N1CCC(c2ccc(F)cc2)C1 (stereo not drawn) returned tim10-1 inh 9.0, NALP3 yeast inh 28.3, MPTP block 0.9, GRIN3A LBD mod -2.4, beta cell repl 1.0, tim23-1 inh 22.0, APJ antag 2.6, TIM10 inh 39.8 and APJ agonist -3.4.
COC(=O)CN(c1cccc(OC)c1)S(C)(=O)=O was read as tim10-1 inh -1.6, NALP3 yeast inh 5.9, MPTP block -0.2, GRIN3A LBD mod -5.0, beta cell repl -1.9, tim23-1 inh -6.2, APJ antag 10.9, TIM10 inh -0.9 and APJ agonist -2.2.
Screening Cc1ccc(C)c(-n2nnnc2SCC(=O)NCC2CCCO2)c1 (stereo not drawn) returned tim10-1 inh 6.1, NALP3 yeast inh 5.8, MPTP block -0.9, GRIN3A LBD mod -1.4, beta cell repl 4.5, tim23-1 inh 3.5, APJ antag 8.2, TIM10 inh -2.4 and APJ agonist -0.2.
Screening O=C(NC(=S)NCC1CCCO1)c1ccc(Cl)cc1 (stereo not drawn) returned tim10-1 inh 11.3, NALP3 yeast inh -27.2, MPTP block -0.8, GRIN3A LBD mod 0.8, beta cell repl 0.3, tim23-1 inh 45.7, APJ antag -13.2, TIM10 inh 6.5 and APJ agonist -4.7.
For COc1ccc(N2CC(C(=O)Nc3ccc(S(=O)(=O)N4CCCCC4)cc3)CC2=O)cc1 (stereo not drawn) the results were tim10-1 inh 7.2, NALP3 yeast inh 0.0, MPTP block 0.1, GRIN3A LBD mod -2.2, beta cell repl 0.1, tim23-1 inh -5.8, APJ antag -13.2, TIM10 inh 2.0 and APJ agonist -2.1.
For COc1ccc(NC(=O)C2CC(=O)N(Cc3ccco3)C2)cc1Cl (stereo not drawn) the results were tim10-1 inh -2.6, NALP3 yeast inh 0.2, MPTP block -0.4, GRIN3A LBD mod 1.8, beta cell repl 2.8, tim23-1 inh -6.4, APJ antag -22.8, TIM10 inh -4.9 and APJ agonist -0.2.
For CN(C)S(=O)(=O)Oc1cccc(C(=O)Nc2ccc([N+](=O)[O-])cc2)c1 the results were tim10-1 inh 8.0, NALP3 yeast inh 2.5, MPTP block 1.0, GRIN3A LBD mod -5.6, beta cell repl 2.6, tim23-1 inh -1.1, APJ antag 3.2, TIM10 inh 4.0 and APJ agonist -0.3.
Cc1ccc(C(=O)Nn2cnc3ccccc3c2=O)cc1C was read as tim10-1 inh 17.0, NALP3 yeast inh 0.5, MPTP block 1.3, GRIN3A LBD mod -0.5, beta cell repl 1.8, tim23-1 inh 8.0, APJ antag 15.5, TIM10 inh -8.8 and APJ agonist -3.1.
`CC1CCCCN1CCCn1c(=S)[nH]c2ccccc2c1=O` (stereo not drawn) gave tim10-1 inh 5.7, NALP3 yeast inh 19.8, MPTP block 0.0, GRIN3A LBD mod 0.4, beta cell repl -0.8, tim23-1 inh 16.7, APJ antag 22.0, TIM10 inh -2.1 and APJ agonist -1.4.
Screening Cc1cc(C)c2nncn2n1 returned tim10-1 inh -0.4, NALP3 yeast inh -2.0, MPTP block -0.7, GRIN3A LBD mod 1.2, beta cell repl 0.5, tim23-1 inh -23.2, APJ antag 20.5, TIM10 inh 8.5 and APJ agonist -2.9.
Screening CCCCc1nnc(NC(=O)C(=O)OCC)s1 returned tim10-1 inh 7.4, NALP3 yeast inh 8.2, MPTP block 1.8, GRIN3A LBD mod -0.2, beta cell repl -2.2, tim23-1 inh 9.9, APJ antag 0.6, TIM10 inh 8.8 and APJ agonist 0.2.
For CCOC(=O)C1=C(N)OC2=C(C(=O)CCC2)C1c1sccc1C (stereo not drawn) the results were tim10-1 inh 14.8, NALP3 yeast inh 4.0, MPTP block -0.1, GRIN3A LBD mod 0.2, beta cell repl -2.3, tim23-1 inh 17.8, APJ antag 2.5, TIM10 inh -1.0 and APJ agonist -2.5.
`N#CCCN(C(=O)COC(=O)c1ccc2c(c1)OCO2)c1ccccc1` gave tim10-1 inh 18.1, NALP3 yeast inh 5.5, MPTP block -1.5, GRIN3A LBD mod -0.2, beta cell repl -1.6, tim23-1 inh 20.7, APJ antag 2.5, TIM10 inh 12.2 and APJ agonist -4.7.
Screening CCOC(=O)c1[nH]cnc1C(=O)Nc1cccc(OC)c1 returned tim10-1 inh -10.9, NALP3 yeast inh 15.3, MPTP block 1.0, GRIN3A LBD mod -0.8, beta cell repl -4.0, tim23-1 inh 8.5, APJ antag -1.9, TIM10 inh 17.8 and APJ agonist -4.9.
Screening Cc1cccc(C)c1NC(=O)COC(=O)c1ccc2c(c1)OCO2 returned tim10-1 inh 2.4, NALP3 yeast inh 8.7, MPTP block -1.3, GRIN3A LBD mod -3.5, beta cell repl -2.9, tim23-1 inh -7.5, APJ antag 1.1, TIM10 inh -7.6 and APJ agonist -2.8.
For NC(=O)c1nc(C2CCCCC2)nc2c1[nH]c(=O)n2-c1ccc(F)cc1 the results were tim10-1 inh -0.3, NALP3 yeast inh 2.9, MPTP block 2.2, GRIN3A LBD mod 0.4, beta cell repl 8.6, tim23-1 inh 0.7, APJ antag -64.3, TIM10 inh 11.9 and APJ agonist -3.5.
COC(=O)c1cc(NC(=O)Cc2coc3cc(OC)ccc23)cc(C(=O)OC)c1 was read as tim10-1 inh 24.3, NALP3 yeast inh 17.8, MPTP block 0.8, GRIN3A LBD mod -7.8, beta cell repl -1.8, tim23-1 inh 12.3, APJ antag -4.0, TIM10 inh 5.1 and APJ agonist 2.5.
Screening O=C(CCNC(=O)c1ccc([N+](=O)[O-])cc1)Oc1ccc(F)c(F)c1 returned tim10-1 inh 17.2, NALP3 yeast inh 3.8, MPTP block -1.2, GRIN3A LBD mod -1.7, beta cell repl -3.3, tim23-1 inh 21.9, APJ antag -0.5, TIM10 inh 14.3 and APJ agonist -1.0.
